High-throughput results (PubChem)
MITF inh: MITF inhibitors, primary screen, biochemical, AlphaScreen, human | inhibition, % at 2.6 µM | AID 1259374, 2018 | actives 0.91% (n = 650,000) | AlphaScreen MITF homodimerization, bead proximity signal; in the data active = inhibition above about 50%;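 note: 0% = vehicle wells with protein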
Target sequence (O75030 whole entry, looked up): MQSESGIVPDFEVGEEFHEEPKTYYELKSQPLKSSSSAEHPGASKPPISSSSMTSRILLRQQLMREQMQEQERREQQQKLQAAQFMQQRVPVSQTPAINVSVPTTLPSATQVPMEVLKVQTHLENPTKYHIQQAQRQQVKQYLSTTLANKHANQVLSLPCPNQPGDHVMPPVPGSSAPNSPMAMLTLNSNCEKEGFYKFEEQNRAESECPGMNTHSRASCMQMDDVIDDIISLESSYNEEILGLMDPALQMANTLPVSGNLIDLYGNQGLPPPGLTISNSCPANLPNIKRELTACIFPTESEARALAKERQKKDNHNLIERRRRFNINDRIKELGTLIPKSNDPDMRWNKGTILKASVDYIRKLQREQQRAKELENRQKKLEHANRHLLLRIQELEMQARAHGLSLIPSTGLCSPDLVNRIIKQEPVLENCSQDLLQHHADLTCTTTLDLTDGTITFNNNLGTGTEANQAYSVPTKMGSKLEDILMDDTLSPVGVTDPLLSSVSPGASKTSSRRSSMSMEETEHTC
FBW7 act: FBW7 E3 ligase activators, primary screen, biochemical, AlphaScreen, human; F-box/WD repeat-containing protein 7 (Homo sapiens), Q969H0; normalized activity (activation), % at 26.1 µM; AlphaScreen FBW7–phospho-cyclin E peptide binding, activator screen; actives 0.13% (n = 650,000); AID 1259310, 2017; in the data active = normalized activity above about 1.9%;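 note: purified mutant Fbw7 with reduced substrate affinity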
TEAD-YAP block: TEAD-YAP interaction inhibition, primary screen, TEAD-YAP interaction inhibitor project, luminescence, HEK-TIYL cells | TEAD-Gal4/YAP UAS-luciferase luminescence | inhibition, % at 9.12 µM | actives 1.4% (n = 640,000) | AID 1259422, 2018; in the data active = inhibition above about 32%;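 note: 0% = median of test compound wells and 100% = reference inhibitor wells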
GPR151 activ: activators of human GPR151, primary screen, cell-based, PathHunter beta-arrestin, luminescence. PathHunter beta-arrestin GPR151 cells. activation, % at 11.2 µM. actives 1% (n = 650,000); in the data active = activation above about 4.9%;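 note: 0% = median of compound wells and 100% = cells with positive control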
Target sequence (Q8TDV0 whole entry, looked up): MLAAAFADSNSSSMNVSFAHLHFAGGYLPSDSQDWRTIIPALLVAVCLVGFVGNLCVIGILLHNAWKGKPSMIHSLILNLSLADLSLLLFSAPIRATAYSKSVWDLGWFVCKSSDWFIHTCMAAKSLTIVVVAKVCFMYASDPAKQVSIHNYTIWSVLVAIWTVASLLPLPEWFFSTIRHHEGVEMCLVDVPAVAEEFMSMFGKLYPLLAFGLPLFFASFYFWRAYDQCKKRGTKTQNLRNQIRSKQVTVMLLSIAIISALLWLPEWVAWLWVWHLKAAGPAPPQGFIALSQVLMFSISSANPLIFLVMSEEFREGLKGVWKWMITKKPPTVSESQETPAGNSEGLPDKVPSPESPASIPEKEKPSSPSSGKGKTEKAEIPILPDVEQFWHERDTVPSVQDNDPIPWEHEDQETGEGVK
* marks the source's active call; other numbers are inactive results; & = joins results of further samples. Rows were taken by chance. About 3.4% of those tested had a hit in this group.

Screening COc1ccc(N=C2SC(C(=O)N3CCN(c4ccccn4)CC3)CC(=O)N2C)cc1 (stereo not given) returned MITF inh -6&-2, FBW7 act -0.1&0.5, TEAD-YAP block 10&3 and GPR151 activ 1.4&-1.8.
Screening O=C(Nc1ccc(F)cc1)Nc1ccc2[nH]c(=O)[nH]c2c1 returned MITF inh 13, FBW7 act 0.1, TEAD-YAP block 3 and GPR151 activ 2.0.
`CCC1CCCCN1CCN1C(=O)C2C(C(=O)Nc3cccc(C)c3)C3C=CC2(O3)C1C(=O)NC1CCCC(C)C1C` (stereo not given) gave MITF inh 1, FBW7 act -0.3, TEAD-YAP block 6 and GPR151 activ 13*.
CC(=O)Nc1cccc(Oc2ccc3c(c2)C(=O)N(C2CCCCC2)C3=O)c1 was read as MITF inh 10, FBW7 act 0.1, TEAD-YAP block -76 and GPR151 activ -0.9.
`O=C(COc1ccc(Cl)cc1Cl)Nc1nc2ccccc2s1` gave MITF inh 6, FBW7 act -0.3, TEAD-YAP block -9 and GPR151 activ -2.6.
For O=C(Cc1cccs1)N1CCCC1c1nc(-c2ccc(F)cc2)n[nH]1 (stereo not given) the results were MITF inh 9, FBW7 act -0.1, TEAD-YAP block 13 and GPR151 activ 0.1.
For CCOC(=O)c1cnc2c(C)cc(Cl)cc2c1NC1CCCCC1 the results were MITF inh 4, FBW7 act -0.2, TEAD-YAP block 4 and GPR151 activ -1.3.
For Ic1ccc(OCCCCn2ccnc2)cc1 the results were MITF inh -21, FBW7 act 0.9, TEAD-YAP block -5 and GPR151 activ -1.9.
Screening COc1cc(/C=C2/N=C(C3CCCCC3)OC2=O)ccc1OC(C)=O returned MITF inh 8, FBW7 act -0.1, TEAD-YAP block -6 and GPR151 activ 0.4.
Screening O=[N+]([O-])c1ccc(N2CCOCC2)cc1[N+](=O)[O-] returned MITF inh -3, FBW7 act -0.1, TEAD-YAP block -7 and GPR151 activ -0.4.
NS(=O)(=O)c1ccc(NC(=S)NCCc2ccc(Cl)cc2)cc1 was read as MITF inh -7, FBW7 act -0.1, TEAD-YAP block -18 and GPR151 activ 0.1.
`O=C(CCN1C(=O)C2C3C=CC(C3)C2C1=O)N1CCC2(CC1)OCCO2` (stereo not given) gave MITF inh 18, FBW7 act 0.4, TEAD-YAP block -2 and GPR151 activ 0.4.
Screening O=C(COc1ccc([N+](=O)[O-])cc1)N1CCCCC1 returned MITF inh 23, FBW7 act 0.1, TEAD-YAP block -8 and GPR151 activ -2.3.
For COc1ccc(C(=O)Nn2c(SCc3c(F)cccc3Cl)nc3ccccc3c2=O)cc1 the results were MITF inh -12, FBW7 act -0.1, TEAD-YAP block 79* and GPR151 activ 2.3.
`CSc1cccc(NC(=O)N[C@H]2C[C@H]3C(=O)N[C@@H](Cc4ccc(Cl)cc4)C(=O)N3C2)c1` gave MITF inh -5, FBW7 act 0.0, TEAD-YAP block 6 and GPR151 activ -1.0.
For O=S(=O)(c1ccc(NC(=S)N/N=C/c2ccccc2O)cc1)N1CCOCC1 the results were MITF inh 68*, FBW7 act -1.1, TEAD-YAP block 61* and GPR151 activ -0.2.
`Cc1cc(NC(=O)CCCC(=O)c2ccccc2)n[nH]1` gave MITF inh 9, FBW7 act 0.3, TEAD-YAP block 47* and GPR151 activ 3.2.
CCC(=O)Nc1cccc(NC(=O)CN2CCN(c3ccccc3OC)CC2)c1 was read as MITF inh -4, FBW7 act 0.1, TEAD-YAP block -6 and GPR151 activ 0.5.
COc1cc(NC(=O)c2cc(OC)c(OC)c(OC)c2)c(OC)cc1Cl was read as MITF inh -12, FBW7 act -0.1, TEAD-YAP block 2 and GPR151 activ 3.0.
`COc1ccc2cc(-c3nnc(Nc4ccccc4)s3)c(=O)oc2c1` gave MITF inh -3, FBW7 act 0.1, TEAD-YAP block -2 and GPR151 activ -1.5.
For CCCN1C(=O)C(O)(CC(=O)c2ccccc2[N+](=O)[O-])c2ccccc21 (stereo not given) the results were MITF inh -12, FBW7 act 0.1, TEAD-YAP block 5 and GPR151 activ -0.1.
For Cc1cc(NC(=O)c2ccc(Cl)c(S(=O)(=O)N3CCCC3)c2)no1 the results were MITF inh -8, FBW7 act 0.3, TEAD-YAP block 4 and GPR151 activ 0.4.
CCCCc1nnc(NC(=O)CCCc2ccccc2)s1 was read as MITF inh -9, FBW7 act 0.1, TEAD-YAP block 3 and GPR151 activ 2.3.
COC(=O)c1ccc2c(=O)n(Cc3ccc(C(=O)NCCCN4CCC(C)CC4)cc3)c(=S)[nH]c2c1 was read as MITF inh -6, FBW7 act -0.1, TEAD-YAP block -18 and GPR151 activ -1.8.
For CC(C)(C)c1ccc(-c2csc(NC(=O)c3c(F)cccc3F)n2)cc1 the results were MITF inh -8, FBW7 act 0.0, TEAD-YAP block -7 and GPR151 activ -1.1.
For CCOc1cc(/C=N/n2cnnc2)cc(Cl)c1O the results were MITF inh -1, FBW7 act 1.0, TEAD-YAP block 15 and GPR151 activ -0.8.
O=C1OC(c2ccccc2)=N/C1=C\c1cn(-c2ccccc2)nc1-c1cc2ccccc2o1 was read as MITF inh 8, FBW7 act -0.1, TEAD-YAP block -1 and GPR151 activ 1.9.
Cc1cccc(N2CCN(S(=O)(=O)c3cc(Br)c(Br)s3)CC2)c1C was read as MITF inh -2, FBW7 act -0.1, TEAD-YAP block -3 and GPR151 activ -2.2.
For Cc1ccc(-c2ncn(-c3ccc(Nc4ncc5ccc(Br)cc5n4)cc3)n2)cn1 the results were MITF inh -7, FBW7 act 0.2, TEAD-YAP block 4 and GPR151 activ 1.0.
`CCCS(=O)(=O)Nc1nccnc1-c1ccc(COc2ccccc2)cc1` gave MITF inh 2, FBW7 act -0.1, TEAD-YAP block -11 and GPR151 activ 0.8.
For O=S(=O)(Nc1ccc(-c2cn3ccsc3n2)cc1)c1ccc2c(c1)OCCO2 the results were MITF inh -4, FBW7 act 0.0, TEAD-YAP block -1 and GPR151 activ 1.6.
Screening C=CCn1c(C)cc(C(=O)COC(=O)COc2cccc3c2OC(C)(C)C3)c1C returned MITF inh -6, FBW7 act 0.5, TEAD-YAP block -4 and GPR151 activ 0.2.
`C#CCOc1ccc(/C=C2/SC(=O)N(C(C)C(=O)OC)C2=O)cc1OCC` (stereo not given) gave MITF inh 7, FBW7 act 0.3, TEAD-YAP block -2 and GPR151 activ -1.1.
CC(C)n1nnnc1SCC(=O)Nc1cccc(F)c1 was read as MITF inh -4, FBW7 act 0.1, TEAD-YAP block -25 and GPR151 activ 2.0.
`COC(=O)c1ccc(C(=O)Nc2ccccc2[N+](=O)[O-])cc1` gave MITF inh 9, FBW7 act 0.1, TEAD-YAP block -19 and GPR151 activ 0.4.
Screening O=C(COc1ccc([N+](=O)[O-])cc1)Nc1cc(Cl)ccc1O returned MITF inh 5, FBW7 act -0.1, TEAD-YAP block -1 and GPR151 activ -0.7.
For CCC(C)(C)c1ccc(OCC(=O)Nc2ccc(C(=O)O)cc2)cc1 the results were MITF inh -1, FBW7 act 0.0, TEAD-YAP block -18 and GPR151 activ 1.9.
Screening C/C(=N/NC(=O)COc1ccc(Cl)cc1C)c1ccc2c(c1)OCO2 returned MITF inh 7, FBW7 act 0.1, TEAD-YAP block 6 and GPR151 activ 1.1.
Screening CC(C)N(CCNc1nc(-c2csc3ccccc23)nc2c1ncn2-c1ccccc1)C(C)C returned MITF inh -4, FBW7 act -0.2, TEAD-YAP block 7 and GPR151 activ -0.7.
`Cc1csc(-c2cnn(-c3ccccc3)c2N)n1` gave MITF inh -16, FBW7 act 0.7, TEAD-YAP block -20 and GPR151 activ -3.0.
For O=C(NCc1cccc(Cl)c1)c1cccnc1 the results were MITF inh -7, FBW7 act -0.1, TEAD-YAP block 10 and GPR151 activ 0.3.
`COc1ccc(C(=O)N2CCC(C(=O)Nc3ccc(Br)cc3F)CC2)cc1` gave MITF inh 6, FBW7 act -0.1, TEAD-YAP block -4 and GPR151 activ 1.2.
For CC(C)NC(=O)C1CC2CCCN2C12C(=O)N(C)c1ccccc12 (stereo not given) the results were MITF inh -3, FBW7 act -0.1, TEAD-YAP block -4 and GPR151 activ 0.4.
Screening CNC(=S)N1CCN(c2nccnc2NS(=O)(=O)c2ccc(C(C)(C)C)cc2)CC1 returned MITF inh 21, FBW7 act -0.6, TEAD-YAP block 7 and GPR151 activ -0.4.
For O=C(C1CN(Cc2ccc(Cl)s2)CCN1)N1CCCC1 (stereo not given) the results were MITF inh -7, FBW7 act -0.1, TEAD-YAP block -3 and GPR151 activ -0.4.
`CC(C)c1ccc(NC(=O)c2c(O)c3ccccc3[nH]c2=O)cc1` gave MITF inh 5, FBW7 act 0.5, TEAD-YAP block -40 and GPR151 activ 0.7.
For CCCCNC(=S)N(C)/N=C/c1cc(OC)c(OC(C)=O)c(OC)c1 the results were MITF inh 0, FBW7 act -0.1, TEAD-YAP block -15 and GPR151 activ -0.1.
`O=C(c1ccc(Cl)cc1)N1CCCCC(Sc2nnnn2-c2ccccc2)C1=O` (stereo not given) gave MITF inh 14, FBW7 act 0.1, TEAD-YAP block 9 and GPR151 activ -0.1.
`O=C(NCCCN1CCOCC1)C1CCCN1c1nnc(N2CCCC2=O)s1` (stereo not given) gave MITF inh 14, FBW7 act -0.1, TEAD-YAP block 6 and GPR151 activ 2.5.
O=C(Nc1ccc(S(=O)(=O)N2CCCCC2)cc1)c1ccc(Br)o1 was read as MITF inh 0, FBW7 act -0.1, TEAD-YAP block 12 and GPR151 activ 0.8.
Screening COc1nn(C)cc1C(=O)Nc1sccc1-c1nc2ccccc2s1 returned MITF inh -3, FBW7 act -0.2, TEAD-YAP block 0 and GPR151 activ 0.8.
For O=C(CCCN1CCOC(c2ccccc2)C1)c1ccc(F)cc1 (stereo not given) the results were MITF inh -5, FBW7 act -0.1, TEAD-YAP block -3 and GPR151 activ 1.3.
For CN1CCN(NC(=O)Nc2ccc3c(c2)OCO3)CC1 the results were MITF inh 1, FBW7 act 0.6, TEAD-YAP block 0 and GPR151 activ -2.2.
Screening CN(C)CCCn1nnc2c(=O)oc3ccccc3c21 returned MITF inh 8, FBW7 act 0.1, TEAD-YAP block 4 and GPR151 activ 1.1.
O=S(=O)(c1ccc(Cl)cc1)N1CCN(Cc2ccccc2F)CC1 was read as MITF inh 48, FBW7 act 0.0, TEAD-YAP block 6 and GPR151 activ -0.6.
COc1ccc(S(=O)(=O)N2CCC(C(=O)N3CCCCCC3)CC2)cc1OC was read as MITF inh 8, FBW7 act 0.0, TEAD-YAP block 2 and GPR151 activ 0.7.
Screening Cc1cccc(OCc2nnc(SCC(=O)NCCc3ccccc3)n2C)c1 returned MITF inh 7, FBW7 act 0.0, TEAD-YAP block 3 and GPR151 activ 2.5.
For CN(C)C(CNC(=O)c1cccs1)c1cccs1 (stereo not given) the results were MITF inh 22, FBW7 act -0.1, TEAD-YAP block 3 and GPR151 activ -1.0.
Screening Cc1nc2c(C(=O)NC3CC3)c[nH]n2c(=O)c1Cc1ccccc1F returned MITF inh 8, FBW7 act 0.5, TEAD-YAP block 3 and GPR151 activ -0.8.
CCN1CCN(C(c2ccccc2Cl)c2nnnn2CC2CCCO2)CC1 (stereo not given) was read as MITF inh 5, FBW7 act 0.4, TEAD-YAP block 3 and GPR151 activ -0.5.
Screening COc1cc(N/C=C(/C#N)c2nc(-c3ccc([N+](=O)[O-])cc3)cs2)c(OC)cc1Cl returned MITF inh -3, FBW7 act -0.1, TEAD-YAP block -6 and GPR151 activ 0.5.
For CCOC(=O)c1c(NC(=O)CSc2nnnn2C)sc2c1CCCS2 the results were MITF inh 4, FBW7 act 0.0, TEAD-YAP block 9 and GPR151 activ 0.2.

Some of these compounds in order of formula weight, falling.
COc1ccc(S(=O)(=O)N2CCC(C(=O)N3CCCCCC3)CC2)cc1OC was read as MITF inh 8, FBW7 act 0.0, TEAD-YAP block 2 and GPR151 activ 0.7.
`O=C(NCCCN1CCOCC1)C1CCCN1c1nnc(N2CCCC2=O)s1` (stereo not given) gave MITF inh 14, FBW7 act -0.1, TEAD-YAP block 6 and GPR151 activ 2.5.
CCN1CCN(C(c2ccccc2Cl)c2nnnn2CC2CCCO2)CC1 (stereo not given) was read as MITF inh 5, FBW7 act 0.4, TEAD-YAP block 3 and GPR151 activ -0.5.
Screening COc1nn(C)cc1C(=O)Nc1sccc1-c1nc2ccccc2s1 returned MITF inh -3, FBW7 act -0.2, TEAD-YAP block 0 and GPR151 activ 0.8.
O=S(=O)(c1ccc(Cl)cc1)N1CCN(Cc2ccccc2F)CC1 was read as MITF inh 48, FBW7 act 0.0, TEAD-YAP block 6 and GPR151 activ -0.6.
Screening Cc1nc2c(C(=O)NC3CC3)c[nH]n2c(=O)c1Cc1ccccc1F returned MITF inh 8, FBW7 act 0.5, TEAD-YAP block 3 and GPR151 activ -0.8.
For O=C(CCCN1CCOC(c2ccccc2)C1)c1ccc(F)cc1 (stereo not given) the results were MITF inh -5, FBW7 act -0.1, TEAD-YAP block -3 and GPR151 activ 1.3.
For CN(C)C(CNC(=O)c1cccs1)c1cccs1 (stereo not given) the results were MITF inh 22, FBW7 act -0.1, TEAD-YAP block 3 and GPR151 activ -1.0.
For CN1CCN(NC(=O)Nc2ccc3c(c2)OCO3)CC1 the results were MITF inh 1, FBW7 act 0.6, TEAD-YAP block 0 and GPR151 activ -2.2.
Screening CN(C)CCCn1nnc2c(=O)oc3ccccc3c21 returned MITF inh 8, FBW7 act 0.1, TEAD-YAP block 4 and GPR151 activ 1.1.
